Screening results deposited in PubChem BioAssay by several laboratories.
IMP-1 inh: blocks Pseudomonas aeruginosa IMP-1 metallo-beta-lactamase | 290,000 compounds, 0.45% hits | inhibition, % at 5.6 µM | purified IMP-1, nitrocefin hydrolysis, epi-absorbance fluorescence | AID 1556;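 active = inhibition above the mean plus 3 SD of all compounds in the same screening run, cut at about 4.5% in these data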;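 note: 0% = IMP-1 with DMSO and 100% = DMSO wells lacking enzyme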
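Assay system: purified IMP-1; Quantity: IMP-1 0.2 nM before substrate addition; Medium: HEPES buffer pH 7.1 with ZnSO4 and Brij 35; Incubation: 15 min enzyme–compound preincubation, then 25 min nitrocefin reaction, 25 °C; Signal: fluorescence quenching readout, ex 480/em 530 nm; Controls: DMSO with and without IMP-1; Repeats: singlicate testing.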
DNA FID counter: displaces DNA intercalator in HCV helicase counter-screen; AID 1845; 290,000 compounds, 0.17% hits; DNA fluorescent intercalator displacement, fluorescence; inhibition, % at 7.9 µM; in the data active = inhibition above about 37%;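 note: 0% = vehicle and 100% = reference compound; higher means more ethidium bromide displaced from hairpin DNA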
NALP1 yeast inh: NALP1 inhibition; S. cerevisiae NALP1/ASC/caspase-1 growth, X-gal OD620, 72 h; inhibition, % at 10 µM; 280,000 compounds, 0.61% hits; in the data active = inhibition mostly above about 24%, no sharp cut-off; inactive = mostly below about 32%; note: some compounds called inactive have numbers as strong as hits
MEKK2mut PB1 HTS: signal of MEK5 binding to mutant human MEKK2 PB1 domain. bead flow cytometry, Alexa488-MEK5 binding to MEKK2 mutant. percent response, % at 10 µM. 290,000 compounds, 0.35% hits. AID 1530; in the data active = percent response above about 24%, passing the limit was not always enough; note: inactives centre near 1; some results filed as inactive read as strong as hits
NS3 helicase inh: blocks Hepatitis C virus NS3 helicase unwinding; NS3 helicase DNA unwinding, Cy5 molecular beacon fluorescence; AID 1800; 290,000 compounds, 0.56% hits; inhibition, % at 10.9 µM;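 active = inhibition above the mean of all tested compounds plus 3 SD, set per campaign, cut at about 35% in these data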;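 note: 0% = DMSO wells and 100% = thioflavine S control wells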
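test system = hepatitis C virus NS3 helicase domain fragment enzyme | reagent = annealed dual-labelled DNA beacon duplex, ATP-started | times = 1 h at 25 °C | detection = Cy5 fluorescence, 0 and 60 min reads | read-out basis = percent inhibition from t60/t0 fluorescence ratio | control set = DMSO and thioflavine S | replication = one well per compound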
MEKK2 WT-MEK5: raises or lowers MEK5 binding to wildtype human MEKK2 PB1 domain; AID 1531; binding response (% of control), % at 10 µM; Q9Y2U5; 290,000 compounds, 1.1% hits; bead flow cytometry, Alexa488-MEK5 binding to MEKK2 WT; actives lie on both sides; in the data active = binding response below about 67% or above about 130%
PfM18AAP inh: PfM18AAP enzyme inhibition; recombinant PfM18AAP, H-Glu-NHMec fluorogenic cleavage; inhibition, % at 7.35 µM; 290,000 compounds, 1.2% hits;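 active = inhibition above the campaign mean inhibition over all tested compounds plus 3 SD, cut at about 28% in these data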;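 note: 0% = plate median of test compound wells and 100% = 2 mM ZnCl2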
VIM-2 inh: blocks Pseudomonas aeruginosa VIM-2 metallo-beta-lactamase; purified VIM-2, nitrocefin hydrolysis, epi-absorbance fluorescence; inhibition, % at 5.6 µM; 290,000 compounds, 0.89% hits;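 active = inhibition above the mean of all tested compounds plus 3 SD, cutoff set per screening run, cut at about 7.5% in these data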;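 note: red hydrolysis product quenches plate fluorescence so inhibitors raise well fluorescence; 0% = enzyme with DMSO and 100% = DMSO without enzyme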
UBC9 SUMO inh: blocks human SUMOylation mediated by UBC9 | inhibition, % at 35 µM | 290,000 compounds, 0.36% hits | P63279 | HTRF SUMOylation assay, SAE1/SAE2 + UBC9, in vitro; in the data active = inhibition above about 50%, passing the limit was not always enough; note: strong numbers were not always called active
Target sequence (P63279 whole entry, looked up): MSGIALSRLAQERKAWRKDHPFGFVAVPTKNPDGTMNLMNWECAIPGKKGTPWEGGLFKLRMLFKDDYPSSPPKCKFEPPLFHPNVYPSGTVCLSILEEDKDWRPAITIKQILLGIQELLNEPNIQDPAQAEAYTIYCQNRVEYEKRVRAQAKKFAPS
Numbers without * were called inactive; / = no result given; [ ] = dose if it differs, or a comment. Random draw from the library. Share with any hit: about 4.7%.

SMILES	IMP-1 inh	DNA FID counter	NALP1 yeast inh	MEKK2mut PB1 HTS	NS3 helicase inh	MEKK2 WT-MEK5	PfM18AAP inh	VIM-2 inh	UBC9 SUMO inh
C=CCOC(=O)C1=C(C)NC(=O)NC1c1ccc(OCC)cc1 (centres undefined)	-3.1	-8	14	4	8	105	1	-2.3	5
O=C(c1ccc(Cl)cc1)N1C2C=CC(C2)C1(C(F)(F)F)C(F)(F)F (centres undefined)	-2.3	3	34	-2	13	95	-13	-0.4	0
CCOC(=O)C1CCCN(C(=O)c2ccc3c(c2)NC(=O)C(N2CCOCC2)S3)C1 (centres undefined)	3.2	-29	14	14	-6	108	7	-1.4	20
COc1ccc(C(C)=O)cc1COC(=O)c1cccnc1SC	-2.5	-6	1	0	10	103	-3	-2.0	3
COc1ccccc1C1=NC(c2ccc(C)cc2)N=C1C (centres undefined)	0.0	-23	-13	-7	-26	95	-2	-1.3	-7
CC(C)(C)C(=O)Nc1ncccc1C(O)c1cccc(C(F)(F)F)c1 (centres undefined)	-2.5	-4	-4	-4	-1	99	6	0.0	5
CCc1c(C)nc2ncnn2c1Nc1ccc(C)c(C)c1	-4.9	-22	-34	10	-10	96	2	-6.7	-35
Cc1nc(Oc2ccccc2)c2oc3ccccc3c2n1	-2.8	-10	-1	3	2	104	-4	2.3	-8
O=C(Nc1ccc(Br)cc1)c1csc(-c2ccncc2)n1	-2.7	-1	-3	-1	-5	99	-5	-1.3	0
CN1C(=O)c2cccc(NC(=O)Cc3ccccc3)c2C1=O	-0.9	-6	28	14	0	115	2	-3.1	-6
CCCNC(=O)NNC(=O)c1cc(-c2ccc3c(c2)OCO3)nc2ccccc12	-3.4	-14	0	8	2	101	2	-5.7	8
COc1ccccc1CNC(=O)C1Cc2cc(S(=O)(=O)N3CCCC3)ccc2N1C(C)=O (centres undefined)	-3.7	-30	14	2	-4	95	-8	-2.1	14
Cc1csc2ncc(C(=O)Nc3ccccc3Cl)c(=O)n12	-2.4	1	6	10	-14	98	0	-1.2	3
CCOC(=O)/C(=N\Nc1ccc(OC)cc1)c1csc(Nc2ccccc2)n1	-4.0	8	-13	12	7	120	11	-3.8	-12
O=C(O)c1[nH]c2ccccc2c1CC(=O)N1CCN(c2ccccc2)CC1	-1.2	-32	10	3	-23	112	-11	0.6	11
Cc1ccc(C2CC2c2n[nH]c(=S)n2-c2ccc(Cl)cc2)cc1 (centres undefined)	-6.3	-42	-8	0	1	97	-5	-6.3	13
O=c1cc(N2CCC3(CC2)OCCO3)[nH]c(=O)n1C1CCCCC1	-7.2	-19	-14	3	1	105	0	-3.1	8
CCn1cc(S(=O)(=O)N2CCCC2)cn1	1.3	-1	7	-7	6	97	-2	0.3	-5
CCOCCCNC(=O)C(NC(=O)c1cnccn1)c1ccc(C)cc1 (centres undefined)	-1.9	-14	2	1	-1	102	-6	-3.5	16
O=C(CCC(=O)N1CCN(S(=O)(=O)c2ccc(Cl)cc2)CC1)Nc1ccc2ccccc2c1	-1.1	-31	35	-2	-21	91	2	-2.7	-18
CCOCCCNCC(=O)Nc1ccc(S(=O)(=O)NC(C)CC)cc1 (centres undefined)	-2.9	7	4	0	10	97	-1	-2.5	-7
COC(=O)c1ccc(NC(=O)COc2ccc([N+](=O)[O-])cc2)cc1	-0.5	-1	/	0	7	100	13	-0.1	22
Cc1nnc(NC(=O)c2sc3nc(-c4cccs4)cc(C(F)(F)F)c3c2N)s1	-2.9	-12	-1	-8	20	68	3	-1.4	-24
CCCCN(C(=O)Cn1nnc2ccccc21)C(C(=O)NCCOC)c1cccs1 (centres undefined)	1.1	-33	5	3	21	109	10	0.5	-4
O=c1c2ccccc2ncn1Cc1ccc(Cl)c(Cl)c1	-0.8	-13	29	1	-13	102	-2	0.1	10
COc1cccc(NC(=O)C2CCCN(S(C)(=O)=O)C2)c1 (centres undefined)	-1.4	-3	0	-4	-1	90	-17	-0.6	14
CSc1nnc([C@H](Cc2c[nH]c3ccccc23)NC(=O)OC(C)(C)C)o1	-2.6	-28	-4	-3	-3	92	4	-0.6	9
Cc1ccc(C(=O)NCc2ccco2)cc1S(=O)(=O)N1CCCC1	-2.9	-20	13	10	8	113	8	-0.7	12
N=C1CCCN1CC(=O)c1cccs1	-2.0	-8	18	0	3	103	3	-3.1	13
CC(C)c1cc(-c2cc(-c3ccccc3)on2)nc(NC2CCCC2)n1	/	/	15	6	/	96	/	/	-24
O=C(CSc1nnc(-c2cccs2)n1-c1ccccc1)N1CCc2ccccc21	-0.7	2	/	/	2	/	-8	-1.3	/
CCOc1ccc(S(=O)(=O)N2CCCC(C(=O)NCC3CCCO3)C2)cc1 (centres undefined)	-1.5	-32	4	-2	3	97	2	-1.2	-6
O=C(/C=C/Nc1ccc(Nc2ccccc2)cc1)c1cccs1	-8.8	10	-6	4	-76	112	5	-1.4	-20
O=C(Nc1cccc(C(F)(F)F)c1)c1cccnc1N1CCOCC1	-1.8	1	33	2	0	103	5	-4.3	-4
Cc1ccc(C(=O)NC(C)c2ccc(F)cc2)cc1 (centres undefined)	-3.8	-4	18	33	10	119	0	-0.9	3
Fc1cnc(N/N=C/c2ccc(-c3ccc(Br)cc3)o2)nc1N1CCOCC1	-3.9	-9	-15	-2	-22	98	4	-4.7	23
O=C(CNS(=O)(=O)Cc1ccccc1)NCc1ccccc1	-1.9	-1	0	4	0	102	-2	-2.4	11
CCN(CCCn1c(=S)[nH]c2ncccc2c1=O)c1ccccc1	-2.6	-2	6	-1	-5	100	2	-1.2	-5
CCn1c(N2CCN(C(=O)C34CC5CC(CC(C5)C3)C4)CC2)nc2ccccc21	-1.0	-33	46	-15	-11	0.0*[inhibitor]	2	-0.8	11
Cc1ccc(Cn2cc(SCC(=O)Nc3nccs3)c3ccccc32)cc1	1.3	-1	20	-5	-6	96	-16	-0.6	-8
CCC(CC)C(=O)c1c[nH]c(C(=O)NCCc2ccccn2)c1	-3.7	-14	14	12	3	109	0	-2.4	-4
COc1ccc(-c2noc(N(C)CC(=O)Nc3cccc(C(F)(F)F)c3)n2)cc1	-4.9	9	14	3	-24	106	1	-3.5	-39
Cc1sc(-c2ccccn2)nc1OC(=O)c1ccc(Cl)c(Cl)c1	-0.4	1	-6	-19	7	92	-3	-2.6	6
O=C(Nc1cccc(Cl)c1)NC1CCN(C2CCCCC2)C1 (centres undefined)	-4.0	13	12	8	-10	126	4	1.1	4
OC(CNCc1ccc(Cl)cc1)(c1ccccc1)c1ccc(F)cc1 (centres undefined)	-1.9	9	-3	5	-34	118	1	-2.0	-16
O=C(c1cccc(Cl)c1)N1CCN(C2CCCCCC2)CC1	0.1	6	2	2	-1	97	17	-1.6	19
COc1ccc2cc(C3NC(=O)c4ccccc4N3)c(Cl)nc2c1 (centres undefined)	-1.3	-28	0	-1	11	90	7	-2.3	6
CCCCN(C(=S)Nc1cccc(C)c1C)c1c(N)n(CCC)c(=O)[nH]c1=O	-2.5	-4	-4	1	0	102	-10	-2.4	8
COc1cccc2c3c(c(C)nc12)CC(C)O3 (centres undefined)	0.5	1	20	8	5	111	-3	0.1	31
CC1Oc2ccccc2C=C1/C=C1/SC(N2CCOCC2)=NC1=O (centres undefined)	-0.1	-9	-7	11	-3	111	14	-3.2	11
COc1cc(OC)cc(C(=O)N2CCN(C3CCN(Cc4ccccc4)CC3)CC2)c1	-4.8	3	5	1	0	101	-1	-1.0	-1
Cc1cc(CSC(=N)N)c(CSC(=N)N)cc1C	-3.0	19	-6	7	-22	112	-6	-1.1	3
O=C(NC1CCCCC1)C1CCCN1C(=O)Nc1ccccc1 (centres undefined)	-5.1	-1	0	-1	1	99	-4	-1.6	7
CC(C)n1cnnc1SCC(=O)Nc1ccc(Br)cc1F	-2.8	-1	-22	2	-8	108	-3	-1.3	3
COc1ccc(/C=N/NC(=O)C2CCN(c3ncc(C(F)(F)F)cc3Cl)CC2)cc1	-2.2	-3	-5	0	-2	96	-4	-0.6	1
CCn1nnnc1SCC(=O)Nc1cc(OC)cc(OC)c1	-3.4	-7	-3	4	-1	103	7	-3.7	12
COc1ccc(N2CCN(C(=O)/C=C/c3ccco3)CC2)cc1	-0.2	-11	8	-10	-8	87	-12	0.2	26
Cc1cccc(C)c1OCC(=O)Nc1ccccc1C(=O)N1CCOCC1	-1.6	-18	4	-4	-11	98	-8	0.0	-2
COc1ccc(-n2c(SCC(=O)N3CCc4ccccc43)nnc2-c2c[nH]c3ccccc23)cc1	-3.4	1	38	-2	-1	104	-1	-2.3	2
O=C(O)C1Cc2ccccc2CN1C(=O)CSc1nnc2ccccn12 (centres undefined)	-1.9	-17	22	-3	-14	97	3	1.0	7

More structures follow:
SMILES	IMP-1 inh	DNA FID counter	NALP1 yeast inh	MEKK2mut PB1 HTS	NS3 helicase inh	MEKK2 WT-MEK5	PfM18AAP inh	VIM-2 inh	UBC9 SUMO inh
CCOC(=O)C1=NNC(C(=O)c2ccc(Cl)cc2)C1c1ccccc1 (centres undefined)	-3.6	-20	28	-1	-13	95	10	-4.5	-13
O=C(Nc1ccccc1C(F)(F)F)c1ccccc1Br	2.0	-3	26	-8	-3	91	-12	-3.0	15
O=C(Cn1c(O)c(/C=C2\C=Nc3ccccc32)sc1=O)N1CCOCC1	-2.9	-1	12	0	8	99	2	-1.8	-18
O=C1CCN(Cc2cccnc2)CCN1[C@H](CO)c1ccccc1	-3.1	-8	26	2	3	100	3	-1.0	8
COc1ccccc1N1CCN(C(=O)c2ccc(N3CCCCS3(=O)=O)cc2)CC1	0.2	-45	32	-5	8	99	0	-2.9	2
CCOc1ccc(NC(=O)CN(C)C(=O)CCc2ccccc2Cl)cc1OCC	-0.9	-33	3	5	-2	104	3	-0.8	18
Brc1cc2c(cc1-c1nc3ccccc3s1)OCO2	-2.1	-9	19	6	-10	104	-10	-0.7	5
COc1ccc(CCN=C(N)NS(=O)(=O)c2ccc(F)cc2)cc1	-2.0	-6	4	1	-7	99	3	-1.9	4
O=C(COC(=O)c1c(Cl)ccc(Cl)c1Cl)NC(=O)NCc1ccccc1	0.2	-3	20	0	-9	103	-5	1.4	7
O=C(NC1CCN(S(=O)(=O)c2cccc(Cl)c2)CC1)C1CCCCC1	0.1	-26	35	5	-4	104	1	-0.1	8
